# D1 antag = blocks dopamine activation of the human D1 receptor; activity change, negative = inhibition, % at 10 µM; AID 504652; HEK293 TREx D1 cells, calcium flux, dopamine EC80; hits give low values; 360,000 compounds, 3.2% hits; in the data active means activity change below about -30%; further: on the % scale 0 is the no-effect control and ±100 the full control effect
# Target sequence (P21728 whole entry, looked up): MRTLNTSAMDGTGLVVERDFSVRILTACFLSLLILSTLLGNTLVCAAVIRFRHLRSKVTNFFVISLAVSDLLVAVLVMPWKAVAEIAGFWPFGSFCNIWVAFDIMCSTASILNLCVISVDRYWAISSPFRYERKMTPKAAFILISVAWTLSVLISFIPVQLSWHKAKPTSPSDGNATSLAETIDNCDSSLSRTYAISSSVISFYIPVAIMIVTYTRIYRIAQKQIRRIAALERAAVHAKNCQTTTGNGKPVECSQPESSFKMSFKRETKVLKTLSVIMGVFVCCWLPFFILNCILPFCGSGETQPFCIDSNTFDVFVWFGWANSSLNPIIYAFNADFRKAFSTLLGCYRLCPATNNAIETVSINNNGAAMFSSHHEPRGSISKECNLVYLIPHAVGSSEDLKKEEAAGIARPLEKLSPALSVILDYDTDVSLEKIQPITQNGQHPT
#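 Antagonism measured as reduced calcium response to an EC80 dopamine addition following 180 s compound pre-read; cells were inducible HEK293 Trex D1 plated overnight at 30 C, read kinetically at 1 cycle/sec.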
# D1 ag = agonists of human D1 dopamine receptor. P21728. HEK293 T-REx D1 cells, calcium flux, agonist mode. activation, % at 2 µM. 360,000 compounds, 1% hits; in the data active means activation above about 30%; further: 0% is about no effect
#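 Agonism was scored from calcium flux recorded over 180 s (1 read/s) after pintool compound addition, following a 10-cycle baseline. Cells were inducible force-coupled HEK293 TREx D1, plated overnight at 30 C and loaded with no-wash calcium dye.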
# RXFP1 agonist = agonists of human relaxin receptor RXFP1 | Q9HBX9 | HEK293T-RXFP1 cAMP TR-FRET, 30 min; response scale: percent of porcine relaxin response, buffer zero | Potency, µM (top dose mostly 57.5 µM), inactives show at the highest dose activation, actives largely listed as activators | 370,000 compounds, 0.3% hits | AID 2676; further: potency means the concentration at half of the fitted maximal effect; on the % scale 0 is the no-effect control and ±100 the full control effect; nearly all actives have a fitted effect of over 60% in size; many of its hits are not listed in these tables
#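 Agonist response is measured as cAMP accumulation in an RXFP1-transfected HEK293T line under PDE4 inhibition. Values are scaled between buffer-only and 29 nM porcine relaxin, and EC50s come from standard Hill equation fits.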
# D2 potentiator = positive allosteric modulators of human D2 dopamine receptor; P14416; HEK293 T-REx D2, calcium flux, EC20 dopamine potentiation; potentiation, % at 10 µM; 340,000 compounds, 0.34% hits; AID 485347;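 active means potentiation over 3 SD above the plate norm, cut at about 30% in these data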; further: 0% is about no effect
# Target sequence (P14416 whole entry, looked up): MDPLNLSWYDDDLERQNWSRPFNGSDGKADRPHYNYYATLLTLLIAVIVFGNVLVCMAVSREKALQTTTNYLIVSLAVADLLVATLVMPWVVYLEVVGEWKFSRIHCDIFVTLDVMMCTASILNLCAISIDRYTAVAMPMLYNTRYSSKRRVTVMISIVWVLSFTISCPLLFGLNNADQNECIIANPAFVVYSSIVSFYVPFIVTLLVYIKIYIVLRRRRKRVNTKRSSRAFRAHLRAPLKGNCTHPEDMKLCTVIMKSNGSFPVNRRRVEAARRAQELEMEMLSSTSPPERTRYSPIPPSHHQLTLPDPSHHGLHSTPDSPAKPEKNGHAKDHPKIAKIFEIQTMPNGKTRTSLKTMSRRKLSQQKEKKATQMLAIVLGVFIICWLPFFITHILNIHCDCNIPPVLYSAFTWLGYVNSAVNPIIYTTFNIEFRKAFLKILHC
#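 Calcium flux readout, no-wash dye, 1 read/s. Inducible HEK293 Trex D2 line, overnight 30 C. Compound alone 180 s (agonist flags), then EC20 dopamine, another 180 s to score potentiation.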
# RXFP1 antag = antagonists of human relaxin receptor RXFP1; 350,000 compounds, 0.59% hits; Q9HBX9; HEK293-RXFP1, relaxin-stimulated cAMP HTRF, 30 min; hits give low values; activity change, negative = inhibition, % at 57.5 µM;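 active means activity change of -60% or lower, but not beyond a set lower limit; inconclusive means change between -60% and -40%, or beyond the set limit; inactive means change above -40%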; further: on the % scale 0 is the no-effect control and ±100 the full control effect
# TRHR agonist = TRH receptor (human) agonism; AID 493084; TRHR cells, calcium flux fluo-8, FDSS agonist mode; activation, % at 2 µM; 360,000 compounds, 0.18% hits; P34981; in the data active means activation above about 30%; further: 0% is about no effect
#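 Read-out: compound-evoked intracellular calcium rise in TRHR cells, fluo-8 dye, kinetic FDSS fluorescence at 1 s/cycle following a 10-cycle baseline. Cells cultured overnight before dye loading (30 min–1.5 h, RT).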
# D1 PAM = potentiators of human D1 dopamine receptor; P21728; HEK293 TREx D1 cells, calcium flux, dopamine EC20 potentiation; potentiation, % at 10 µM; 360,000 compounds, 0.036% hits; AID 504651; in the data active means potentiation above about 30%; further: 0% is about no effect
# Anesthetic bind = binds horse apoferritin like a general anesthetic | 350,000 compounds, 0.074% hits | P02791 | AID 485281 | apoferritin/1-aminoanthracene competitive binding, fluorescence | Potency, µM (titrated, usually from 77.5 µM), for inactives: top-dose activity change, negative = displacement, hits mostly inhibitors; further: potency means the concentration at half of the fitted maximal effect; on the % scale 0 is the no-effect control and ±100 the full control effect; nearly all actives have a fitted effect of over 20% in size
# Target sequence (P02791 2-175 limits assumed): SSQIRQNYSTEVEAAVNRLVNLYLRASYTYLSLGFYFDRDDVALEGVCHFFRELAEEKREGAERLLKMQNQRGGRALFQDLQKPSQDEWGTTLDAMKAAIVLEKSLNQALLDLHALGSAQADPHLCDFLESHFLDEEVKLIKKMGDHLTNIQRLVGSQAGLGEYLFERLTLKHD
#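 Horse-spleen apoferritin (10 uM) was mixed with 50% saturated 1-aminoanthracene in PBS, exposed to compounds for 10 min at room temperature, and read for fluorescence (ex 380 nm, em 535 nm). Competitive displacement was fitted with a four-parameter Hill equation.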
# TRHR PAM = allosterically enhances the human TRH receptor. 360,000 compounds, 0.66% hits. AID 493056. P34981. enhancement, % at 2 µM. TRHR cells, fluo-8 calcium fluorescence, EC20 TRH enhancement; in the data active means enhancement above about 30%; further: 0% is about no effect
#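 Enhancer read-out: after compound pinning and an initial kinetic agonist-mode read, an EC20 of TRH (10 nM final) was injected and fluo-8 calcium signal (Ex 480/Em 530) followed at 1 s/cycle for 100 cycles in TRHR-expressing cells.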
# * marks the source's active call; other numbers are inactive results; ? = inconclusive; nt = no result given; [ ] = another dose, or the depositor's remark. Unless noted, the call rests on the fitted dose curve; in most records, active means well fitted curve in the direction sought with a large enough effect; inconclusive means small, poorly fitted or top-dose-only effect, or another doubt; inactive means no such curve, though single readings can be large; an effect the other way counts as inactive or inconclusive. Not all compounds are listed. The share of hits here may be higher or lower than overall.
No.	Molecule	D1 PAM	RXFP1 antag	TRHR agonist	D1 antag	D2 potentiator	RXFP1 agonist	Anesthetic bind	D1 ag	TRHR PAM
1	O=C(O)/C=C\C(=O)NNC(=O)c1cc(-c2ccccc2)n[nH]1	2	-20	1.1	1	-13	-1.7%	-2%	3	-3
2	COc1ccc(-c2c[n+]3c(n2-c2ccccc2)CCCCC3)cc1	2	-1	-1.1	3	6	0.9%	0%	0	-4
3	Cc1cccc(NC(=O)Cn2cc(C(=O)C3CCCCC3)c3ccccc32)c1	-7	-22	-1.4	-30*	11	9.9%	-13%	14	2
4	COc1ccc(Nc2nnc(-c3cc4cc(Cl)ccc4oc3=O)s2)cc1	1	5	-0.3	-18	1	0.8%	-8%	-1	2
5	Cc1ccc(CSCc2nc3ccccc3[nH]2)cc1	-3	-12	2.0	-1	nt	4.1%	-10%	7	7
6	CCOC(=O)CC(=O)Nc1ccsc1C(N)=O	-1	-8	0.5	-1	10	-0.5%	6%	3	6
7	O=C(c1ccccc1Cl)N(Cc1ccco1)c1ccccn1	0	nt	-0.8	-2	6	-0.9%	2%	0	-4
8	CN(c1ccccc1)S(=O)(=O)c1cccc(NC(=O)Nc2ccc(Cl)cc2C#N)c1	-10	-10	0.1	-9	10	-0.5%	-7%	3	9
9	CCOC(=O)C1(Cc2cccc(OC)c2)CCN(Cc2ccc3c(c2)OCCO3)CC1	-1	-19	0.2	-19	nt	-2.1%	-14%	15	-2
10	O=C(c1ccc2c(=O)n(C3CCCC3)c(=S)[nH]c2c1)N1CCN(C2CCCCC2)CC1	2	2	-0.6	1	-5	-1.1%	-9%	-1	6
11	COc1cccc(OC)c1OCCOc1ccccc1OC(C)C	-2	-2	-0.6	-8	-10	-0.2%	-19%	2	-9
12	O=C(CNC1CCCCC1)N1CCc2ccccc2C1	0	-6	-3.2	-5	3	-1.3%	-13%	3	10
13	Cc1cc(C)n(CC(C)Nc2nc3nonc3nc2N2CCCCC2)n1 (configuration not stated)	0	-8	-0.5	-9	3	11%	-5%	0	-5
14	O=C(COC(=O)C1=COCCO1)NC1CCCCC1	0	-3	0.4	-6	0	-1.2%	nt	2	10
15	CCN(CC)CC(=O)Nc1sc2c(c1C(=O)c1ccccc1OC)CCC2	0	-18	-0.8	18	-5	-0.3%	-22%	0	12
16	Cc1ccc(S(=O)(=O)N(CC(=O)Nc2cccc([N+](=O)[O-])c2)C(=O)N2CCN(C)CC2)cc1	-4	-6	0.6	10	15	1.1%	nt	0	-3
17	COc1ccc(Nc2nnc(Cc3ccc(Cl)cc3)c(=O)[nH]2)c(OC)c1	-2	-1	-0.6	-29	-17	-2.0%	8%	0	4
18	CCCn1c(C)cc(C(=O)CN2C(=O)c3cccc(N)c3C2=O)c1C	9	4	1.4	43	-3	1.7%	300%[activator]	0	-1
19	CC(=O)N1CCc2cc(S(=O)(=O)NCCCN3CCC(C)CC3)ccc21	3	-1	0.2	13	nt	2.1%	-6%	4	-5
20	Cc1ccc(NC(=O)/C=C/c2ccc(Cl)cc2)nc1	-1	-14	0.2	-23	9	-2.6%	-6%	3	2
21	Cc1ccc(NC(=O)c2cc3c(=O)oc4ccc(C)cc4c3s2)nc1	-4	nt	1.8	10	-2	2.7%	-10%	5	-3
22	Cc1ccc(C)c(S(=O)(=O)N2CCN(C(=O)c3cc(-c4cccs4)nn3-c3ccccc3)CC2)c1	0	1	1.3	-25	4	1.8%	nt	2	-6
23	O=C1NNC(c2ccccc2)=N/C1=C\c1ccccc1	2	-3	0.5	-16	-2	-4.7%	-6%	2	-4
24	O=C1CCC(=O)N1OCCOc1ccccc1	-2	-14	0.6	-1	-5	-1.4%	-3%	0	3
25	CCOC(=O)c1cccc(NC(=O)CN2C(=O)c3ccccc3Sc3ncccc32)c1	-1	nt	0.9	-15	-2	1.0%	2%	4	3
26	CCCn1c(C(C)NS(=O)(=O)c2ccccc2)n[nH]c1=S (configuration not stated)	-8	5	0.3	-20	nt	1.6%	-6%	4	25
27	O=C(CSCc1ccc(Cl)cc1)Nc1ccc2c(c1)OCCO2	-4	5	-1.4	-9	-4	-0.9%	?	4	-1
28	Cc1ccc(C(=O)NCCCc2ccccc2)c(Cl)c1	-12	2	-0.5	-7	-3	1.3%	?	1	3
29	CCn1cc(C(=O)N[C@H](C(=O)NCCCO)C(C)C)c(=O)c2cc3c(cc21)OCO3	1	1	0.2	2	-6	4.6%	-6%	3	-3
30	O=C(NC1CC1)C1=C[C@H](c2c[nH]c3ccccc23)C[C@H](OCc2ccc(CO)cc2)O1	-1	nt	-0.2	0	-3	0.0%	-10%	8	-11
31	CC1=Nn2c(nnc2-c2ccccc2)SC1	-1	3	0.3	-4	-5	1.7%	-2%	-2	-2
32	OCc1cn(-c2ccccc2)nc1-c1cccnc1	-1	-2	-0.4	-9	6	-0.2%	1%	3	9

# Limited to RXFP1 antag, TRHR PAM and RXFP1 agonist, for 2 of the compounds above:
nr	smiles	RXFP1 antag	TRHR PAM	RXFP1 agonist
29	CCn1cc(C(=O)N[C@H](C(=O)NCCCO)C(C)C)c(=O)c2cc3c(cc21)OCO3	1	-3	4.6%
31	CC1=Nn2c(nnc2-c2ccccc2)SC1	3	-2	1.7%

# (continued)
No.	Molecule	D1 PAM	RXFP1 antag	TRHR agonist	D1 antag	D2 potentiator	RXFP1 agonist	Anesthetic bind	D1 ag	TRHR PAM
33	CCCCC(CCC(=O)Nc1ccc(C(=O)OC)cc1)C(=O)O (configuration not stated)	-2	-1	-0.2	-12	-3	-1.3%	-11%	1	6
34	CCOc1ccc(CN2C(=O)c3ccccc3Sc3ccc(C(=O)NCc4ccco4)cc32)cc1	6	nt	1.9	12	5	2.9%	-2%	8	-2
35	Cc1nc2ccccc2n1C1CC(=O)N(N(C)C)C1=O (configuration not stated)	-4	5	-0.2	-3	-6	1.0%	-4%	-2	-4
36	COc1ccc(NC(=O)c2oc3ccc(S(=O)(=O)N4CCC5(CC4)OCCO5)cc3c2C)cc1	-2	2	0.8	-18	7	0.1%	-13%	12	-1
37	Cc1ccc(C)n1-c1nnc(N2CCC(C(=O)NCc3ccccc3Cl)CC2)s1	-3	-7	-0.5	-1	9	-1.5%	-7%	-2	0
38	CCC1CCCCN1C(=O)Cn1c(=O)n(-c2ccc(Cl)c(Cl)c2)c(=O)c2c(C)c(C(=O)N(C)C)sc21 (configuration not stated)	0	-11	-0.8	-34*	-13	-1.1%	-3%	0	-3
39	CC(C)(C)C1CCc2c(sc(NC(=O)c3cc(C4CC4)on3)c2C#N)C1 (configuration not stated)	-1	-6	0.6	7	-4	1.4%	-9%	5	-2
40	COc1ccc(NC(=O)CNC(=O)C23CC4CC(CC(C4)C2)C3)c(OC)c1	-2	-29	-0.2	11	1	-0.4%	nt	2	0
41	COC(=O)c1ccc(S(=O)(=O)N2CCCCCC2)cc1	0	-6	-0.1	-5	6	-0.9%	-18%	1	-6
42	CC(C)c1ccc(NC(=O)CSc2nc(=O)n(CCCN3CCOCC3)c3c2CCCC3)cc1	-7	-19	-0.5	11	1	0.2%	nt	0	-3
43	O=C(CCn1nnc2ccccc21)NNC(=O)C1CCCCC1	-4	-15	0.5	5	nt	1.7%	-7%	2	1
44	COc1cc2c(-c3cc(F)cc(F)c3)c(-c3ccsc3)oc(=O)c2cc1OC	-2	nt	-0.4	nt	-13	2.0%	nt	0	4
45	O=C(CN1CCN(c2ccccn2)CC1)Nc1ccccc1C(=O)Nc1ccccc1	-3	17	0.2	10	9	-0.9%	nt	9	1
46	CN(Cc1ccco1)C(=O)Cn1c(=O)oc2cc(S(=O)(=O)NCc3ccccc3)ccc21	2	nt	0.8	-26	7	0.5%	-11%	5	4
47	Cc1cc2c(s1)c1cnn(Cc3ccc(F)c(F)c3)c(=O)c1n2C	4	nt	-0.1	1	nt	nt	nt	-1	1
48	CCCCC(=O)Nc1ccc2c(c1)nc(CN1CCN(C(=O)OCC)CC1)n2C	7	3	-3.0	-6	4	-1.9%	-6%	1	8
49	CCOC(=O)N1CCN(C(=O)COc2ccccc2Cl)CC1	0	-1	0.5	23	13	0.0%	-4%	-3	0
50	CCCCC(=O)OCC(=O)c1[nH]c(C)c(C(=O)OCC)c1C	1	-12	0.4	7	-13	-0.5%	-9%	-3	0
51	CN1CCN(Cc2cccc3ncccc23)CC1CCO (configuration not stated)	-4	-17	-0.5	-6	2	6.0%	-2%	3	-3
52	Cc1ccc(NC(=O)COC(=O)COc2cccc3c2OC(C)(C)C3)c(C)c1	1	-23	-0.1	7	0	1.2%	nt	2	0
53	COc1ccc([C@H]2CC(=O)C=C(c3cccc(CO)c3)C2)cc1	-5	nt	-1.0	nt	9	0.5%	nt	5	-3
54	Cc1cc(C)cc(SCc2noc(C(=O)NCc3ccccc3)c2C(=O)NCc2ccccc2)c1	1	nt	-0.3	10	10	-2.0%	1%	8	-3
55	COc1ccc(N(C(=O)c2ccc3c(c2)OCO3)C2C=CS(=O)(=O)C2)c(OC)c1 (configuration not stated)	7	-2	-0.1	-6	-2	1.1%	-7%	4	4
56	CCC/C=N/NC(=O)c1cc(-c2ccccc2)nc2ccccc12	-11	2	2.7	5	5	-2.4%	-19%	0	2
57	CCOC(=O)Cc1csc(NS(=O)(=O)c2ccc(C(F)(F)F)cc2)n1	0	-3	-0.3	-2	2	1.1%	-5%	0	-1
58	Cc1ccc(NC(=O)CSCc2cc(=O)n3nc(C4CC4)sc3n2)cc1	-1	7	0.2	9	8	4.4%	-16%	0	2
59	CCOC(=O)c1ccc(NC(=O)CSC2=NC(=O)C(CC)C(=O)N2)cc1 (configuration not stated)	1	1	0.4	-2	4	-1.2%	1%	1	-3
60	COc1ccccc1NC(=O)CN1CCCN(S(=O)(=O)c2ccc(Br)cc2)CC1	-2	-9	0.2	-2	-5	3.5%	75%[activator]	0	-10
61	COc1cccc(C2CC(c3ccccc3C)n3nc(N)nc3N2)c1 (configuration not stated)	-6	nt	0.4	31	-6	5.0%	-11%	2	3
62	COc1cc(CCN2C(=O)c3cccc4cccc(c34)C2=O)c(S(=O)(=O)NCCO)cc1OC	-1	-3	-0.3	11	3	1.4%	-10%	2	6
63	Cc1ccccc1/C=C\c1nc2ccccc2c(=O)[nH]1	-2	-15	1.9	-5	-7	0.3%	-7%	0	-4

# Source: PubChem
